From PubChem
HT1080 IDH1KD tx – qHTS for induction of synthetic lethality in tumor cells producing 2HG: qHTS for the HT-1080-IDH1KD cell line; HT-1080 IDH1 knockdown viability, ATP luminescence, 48 h; Potency, µM (series often up to 46.1 µM), for the others: top-dose activity, negative = toxicity, hits mostly cytotoxic; 360,000 compounds, 2% hits; AID 686971, 2013;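 note: potency is the fitted concentration of half-maximal effect; 0% = DMSO wells and -100% = cell-free medium wells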
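Knockdown cells (IDH1KD HT-1080) received compounds 2 h after plating at 750 cells/well and were kept 48 h at 37 °C in 5% FBS RPMI. A CellTiter-Glo luminescence read gave % activity for curve fitting.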
KB-V1 cytotox – qHTS assay for MDR1-selective chemotherapeutics: Primary screen using the drug-selected MDR subline cells KB-V1; KB-V1 MDR cells viability, CellTiter-Glo, 72 h; Potency, µM (series often up to 46.1 µM), without a hit: top-dose activity change, negative = cytotoxicity, actives largely listed as cytotoxic; 400,000 compounds, 3.4% hits; AID 1347076, 2019; note: potency is the fitted concentration of half-maximal effect; % is set by controls: 0 for no effect and ±100 for the full control effect; nearly all actives have a fitted effect of over 60% in size
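KB-V1, DMEM (no phenol red) + 10% FBS; cpd pin-transferred, titration series; 72 h, 37 degrees C; CellTiter-Glo, luminescence. Data normalized, curve-fit.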
KB-3-1 cytotox – qHTS assay for MDR1-selective chemotherapeutics: Primary screen using the parental adenocarcinoma cell KB-3-1. AID 1347075, 2019. 400,000 compounds, 1.4% hits. KB-3-1 viability, CellTiter-Glo ATP luminescence, 72 h. Potency, µM (top dose mostly 46.1 µM), inactives show at the highest dose activity change, negative = cytotoxic, hits mostly cytotoxic; note: potency is the fitted concentration of half-maximal effect; % is set by controls: 0 for no effect and ±100 for the full control effect; nearly all actives have a fitted effect of over 60% in size
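Screening of KB-3-1 cells (DMEM, 10% FBS, phenol-red free) ran from lowest to highest compound concentration; after 72 h at 37 °C viability was read luminescently and curves fitted.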
IL1B secr inh – qHTS for Inhibitors of Inflammasome Signaling: IL-1-beta AlphaLISA Primary Screen; THP-1 LPS/ATP IL-1B secretion, AlphaLISA, 16 h; stronger effect = lower value; activity change, % at 57.5 µM; 360,000 compounds, 4.7% hits; in the data active = activity change below about -50%; inconclusive = mostly about -30% to -49%; note: % is set by controls: 0 for no effect and ±100 for the full control effect
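THP-1 cells pretreated 1 hr with compounds (up to 57.5 uM final), then stimulated with LPS (250 ng/mL final) plus ATP (1.25 mM final); secreted IL-1B measured by AlphaLISA after 16 hr, decreased signal indicating inhibition.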
D3 antag – qHTS of D3 Dopamine Receptor Antagonist: qHTS; D(3) dopamine receptor (Homo sapiens), P35462; D3R cells, DiscoveRx beta-arrestin luminescence, antagonist mode; stronger effect = lower value; max response, negative = inhibition, %; 360,000 compounds, 2.5% hits; AID 652054, 2013; in the data active = max response below about -50%; inconclusive = no clear call, values can overlap the other calls; note: % is set by controls: 0 for no effect and ±100 for the full control effect; mostly tested at two doses, the higher about 12 µM
Target sequence (P35462 whole entry, looked up): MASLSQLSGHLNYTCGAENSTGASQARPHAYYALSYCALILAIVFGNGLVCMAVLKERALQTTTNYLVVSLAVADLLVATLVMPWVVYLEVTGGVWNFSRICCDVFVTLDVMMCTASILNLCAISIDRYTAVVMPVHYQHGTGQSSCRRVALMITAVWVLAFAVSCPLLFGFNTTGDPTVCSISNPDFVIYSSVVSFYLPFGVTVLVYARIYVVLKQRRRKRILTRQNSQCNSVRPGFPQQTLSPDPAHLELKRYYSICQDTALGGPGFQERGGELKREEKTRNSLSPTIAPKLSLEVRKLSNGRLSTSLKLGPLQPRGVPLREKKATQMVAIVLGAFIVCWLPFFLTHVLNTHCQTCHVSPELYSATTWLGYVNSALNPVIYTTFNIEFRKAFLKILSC
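Cells plated overnight at 1500 cells/well, then exposed to library compounds with dopamine controls for 90 minutes at 37 degrees C. DiscoveRx reagent added for 30–60 minutes at room temperature; luminescence read, quantitative HTS format.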
SW480 rereplic – A quantitative high throughput screen for small molecules that induce DNA re-replication in SW480 colon adenocarcinoma cells. Potency, µM (series often up to 46.1 µM), for inactives: at the highest dose re-replication activation, most hits filed as activators. 340,000 compounds, 1.8% hits. SW480 DNA re-replication, Hoechst DNA content imaging, 48 h; note: potency is the fitted concentration of half-maximal effect; % of control where 0% means no effect; nearly all actives have a fitted effect of over 55% in size
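SW480 cells exposed to compounds for 48 hr at 37 C, 5% CO2, then Hoechst-stained 40 min. Nuclear DNA content imaged by fluorescence scanning (405 nm excitation, 500-530 nm emission); re-replication scored as increased high-intensity nuclei.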
GLP1R ag – qHTS of GLP-1 Receptor Agonists. Glucagon-like peptide 1 receptor (Homo sapiens), P43220. HEK293 GLP-1R CRE-luciferase, luminescence, 4-6 h; cells express a hypersensitive GLP-1R form. Potency, µM (titrated, usually from 45.6 µM), for inactives: at the top dose activation, actives largely listed as activators. 380,000 compounds, 0.007% hits. AID 624172, 2012; note: potency is the fitted concentration of half-maximal effect; % of control where 0% means no effect
Target sequence (P43220 whole entry, looked up): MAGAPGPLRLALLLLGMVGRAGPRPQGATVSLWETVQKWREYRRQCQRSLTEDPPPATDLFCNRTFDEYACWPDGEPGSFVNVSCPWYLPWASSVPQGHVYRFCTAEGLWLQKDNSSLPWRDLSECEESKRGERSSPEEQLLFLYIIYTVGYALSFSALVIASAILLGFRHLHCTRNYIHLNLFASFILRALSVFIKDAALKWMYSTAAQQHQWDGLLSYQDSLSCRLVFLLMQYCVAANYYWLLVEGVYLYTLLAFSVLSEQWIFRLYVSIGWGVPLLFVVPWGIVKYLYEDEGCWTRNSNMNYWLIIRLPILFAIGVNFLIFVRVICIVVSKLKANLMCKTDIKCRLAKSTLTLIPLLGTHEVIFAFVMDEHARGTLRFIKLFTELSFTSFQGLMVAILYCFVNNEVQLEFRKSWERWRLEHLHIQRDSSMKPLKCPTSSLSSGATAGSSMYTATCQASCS
HT1080NT lethal – qHTS for induction of synthetic lethality in tumor cells producing 2HG: qHTS for the HT-1080-NT fibrosarcoma cell line | HT-1080-NT fibrosarcoma viability, CellTiter-Glo ATP luminescence, 48 h | Potency, µM (titrated, usually from 46.1 µM), without a hit: top-dose activity, negative = less viability, hits mostly cytotoxic | 360,000 compounds, 1.6% hits | AID 686970, 2013;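 note: NT is the 2HG producing partner of a matched IDH1 knockdown line; potency is the fitted concentration of half-maximal effect; 0% = DMSO-treated cells and -100% = media-only wells without cells; nearly all actives have a fitted effect of over 55% in size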
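HT-1080-NT fibrosarcoma cells (2HG-overproducing), 750 cells/well in RPMI with 5% FBS, dosed after 2 h and incubated 48 h at 37C. CellTiter-Glo luminescence normalized to DMSO and no-cell wells; concentration-response curves fitted and classed.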
D3 ag – qHTS of D3 Dopamine Receptor Agonist: qHTS; D(3) dopamine receptor (Homo sapiens), P35462; D3R DiscoveRx beta-arrestin cells, luminescence, 90 min; max activation, %; 410,000 compounds, 0.58% hits; AID 652048, 2013; in the data active = max activation above about 30%; note: 0% is about no effect; mostly tested at two doses, the higher about 12 µM
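Cells at 1500/well, incubated overnight, then treated with pinned compounds (dopamine as control) for 90 min at 37 degrees C. DiscoveRx reagent added for 30 - 60 minutes at room temperature; luminescence read.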
An asterisk follows results filed as active; i = inactive; ? = inconclusive; . = no result given; & = joins results of further samples; [ ] = dose if it differs, or a comment. Unless noted, calls come from the whole dose curve; as a rule, active = well fitted curve in the direction sought with a large enough effect; inconclusive = small, poorly fitted or top-dose-only effect, or another doubt; inactive = no such curve, though single readings can be large; an effect the other way counts as inactive or inconclusive. This is a random part of the collection. About 12% of those tested had a hit in this group.

#1 Nc1cc2ccncc2c2ccccc12
#2 CCN(CC)C(=O)Cn1cc(C(=O)C(=O)N2CCN(Cc3ccccc3)CC2)c2ccccc21
#3 CC(NCCS(=O)(=O)c1ccc(Cl)cc1)c1cccc(Cl)c1 (stereo not drawn)
#4 Cc1cc(Cl)ccc1OCC(=O)OC(C)C(=O)N(C)C (stereo not drawn)
#5 O=C(C[C@@H]1C/C=C\C[C@@H](Cc2ccc(F)cc2)C(=O)OC[C@H]2CCCN2C1=O)N[C@H](CO)Cc1ccccc1
#6 O=C1/C(=C\c2cccs2)SC(=S)N1C1CCS(=O)(=O)C1 (stereo not drawn)

assay / entry	1	2	3	4	5	6
HT1080 IDH1KD tx	0%	-4%	-11%	-1%	1%	5%
KB-V1 cytotox	?	-20%	?	-6%	-3%	0%
KB-3-1 cytotox	1%	?	0%	-2%	0%	-2%
IL1B secr inh	?	13	-60*	11	-5	?
D3 antag	47	-9	-4	8	22	18
SW480 rereplic	?	1%	-3%	0%	3%	2%
GLP1R ag	14%	-2%	17%	-2%	-2%	-3%
HT1080NT lethal	-7%	6%	-8%	-1%	1%	4%
D3 ag	0	-1	-6	2	5	-8

#7 COC(=O)C1=CN(Cc2ccc(OC)c(OC)c2)C=C(C(=O)OC)C1c1ccc(O)cc1
#8 Cc1ccc(NC(=O)COC(=O)Cn2c(C)csc2=O)cc1C
#9 Cc1cc(=O)[nH]c(=S)[nH]1
#10 Cc1ccc(-c2ccc(CCC(=O)O)n2C(C)C)cc1
#11 CC(=O)Nc1ccc(NC(=O)CN2CCN(c3cccc(C(F)(F)F)c3)CC2)cc1
#12 CN(Cc1nccs1)C(=O)c1ccc(OC2CCN(Cc3ccccn3)CC2)cc1

assay / entry	7	8	9	10	11	12
HT1080 IDH1KD tx	-12%	1%	8%	-4%	-4%	-3%
KB-V1 cytotox	?	-1%	11%	8%	-27%	-29%
KB-3-1 cytotox	-29%	-1%	0%	5%	1%	-16%
IL1B secr inh	0	-9	21	0	45	i
D3 antag	7	-12	3	2	-80*	-6
SW480 rereplic	99%	-4%	-14%&-4%&0%	6%	-7%	0%
GLP1R ag	2%	-14%	-2%&-3%	1%	2%	2%
HT1080NT lethal	1%	-6%	?	0%	-5%	1%
D3 ag	-3	-4	19&10	2	-17	-10

#13 Cc1cc(NC(=O)c2cc(C3CC3)on2)n(-c2ccccc2)n1
#14 CC(=O)NCCNc1nc2cc(-c3cscc3C)sc2c(=O)n1C
#15 CC1CCc2nc3ccc(S(=O)(=O)N4CCC(C(=O)O)CC4)cc3c(C(=O)O)c2C1 (stereo not drawn)
#16 CCN1C(=O)CC(NCc2ccc3c(c2)OCO3)C1=O (stereo not drawn)
#17 COC(=O)C1CCN(S(=O)(=O)c2ccc(NC(C)=O)cc2)CC1
#18 COc1ccc(C(=O)CSc2nc(N)nc(SC)c2C#N)cc1

assay / entry	13	14	15	16	17	18
HT1080 IDH1KD tx	3%	-3%	6%	2%	10%	2%
KB-V1 cytotox	-7%	1%	?	-15%	15%	-1%
KB-3-1 cytotox	8%	0%	16%	2%	-5%	-1%
IL1B secr inh	6	70	14	-10	-13	20
D3 antag	13	29	-1	-11	-6	1
SW480 rereplic	-15%	.	-11%	-10%	-6%	-3%
GLP1R ag	9%	10%	-1%	-6%	-10%	1%
HT1080NT lethal	-2%	0%	5%	10%	10%	1%
D3 ag	4	7	0	-8	-3	-3

#19 O=C(Oc1ccccc1C(=O)N1CCOCC1)c1ccc(Br)cc1
#20 CC12CN3CC(C)(CN(C1)C3c1ccc(Cl)cc1Cl)C2=O (stereo not drawn)
#21 COc1cc(OC)cc(OC2(C)CCN(Cc3ccc(OC(C)C)cc3)C2)c1 (stereo not drawn)
#22 COc1cc(NC(=O)c2ccc([N+](=O)[O-])cc2)ccc1NC(=O)C(C)C
#23 Cn1nc(C(=O)NCCCN2CCCCC2)c2c1-c1ccccc1S(=O)(=O)C2
#24 O=C(OCCN1CCCCC1)c1ccccc1Br

assay / entry	19	20	21	22	23	24
HT1080 IDH1KD tx	8%	0%	?	-29%	0%	13%
KB-V1 cytotox	3%	43%	-12%	-1%	29%	8%
KB-3-1 cytotox	1%	2%	0%	9%	4%	0%
IL1B secr inh	-12	4	13	-10	20	2
D3 antag	12	20	-3	0	6	-22
SW480 rereplic	-3%	-1%	.	2%	-15%	-3%
GLP1R ag	-20%	-5%	-7%	11%	9%	-2%
HT1080NT lethal	5%	-4%	-6%	-4%	4%	0%
D3 ag	-9	1	-10	-3	-6	-22

#25 CC(C)C[C@H](NS(=O)(=O)c1ccc(Br)cc1)C(=O)O
#26 Cc1ccc(SCCC(=O)NCc2ccncc2)cc1
#27 NC(c1ccccc1)c1csc(NC(=O)Nc2ccc(OC(F)(F)F)cc2)n1 (stereo not drawn)
#28 O=C(COc1ccc(Cl)cc1Cl)c1ccc[nH]1
#29 CCc1nc(N)c(C#N)c(-c2ccco2)c1C
#30 Cc1cccc(OCC(=O)NNC(=O)Nc2cccc(Cl)c2)c1C

assay / entry	25	26	27	28	29	30
HT1080 IDH1KD tx	10%	4%	18µM*	20%	-5%	-22%
KB-V1 cytotox	?	?	-26%	0%	?	12%
KB-3-1 cytotox	-1%	17%	-1%	?	13%	0%
IL1B secr inh	11	23	-24	-21	9	-3
D3 antag	8	-11	8	0	-17	-5
SW480 rereplic	0%	-11%	.	-5%	2%&4%	-3%
GLP1R ag	-7%	-5%	-5%	13%	7%	-3%
HT1080NT lethal	2%	-3%	?	20%	-2%	-3%
D3 ag	22	-3	10	3	-3	0

#31 Cc1cccc(-c2nc(C#N)c(NCc3ccco3)o2)c1
#32 C=C(C)COc1ccc2c(CC)cc(=O)oc2c1
#33 CC(Oc1ccc(-c2ccccc2)c(F)c1)c1ccn(S(=O)(=O)c2ccc(F)cc2)n1 (stereo not drawn)
#34 Cc1onc(-c2c(F)cccc2Cl)c1C(=O)OCC(=O)NC(=O)NCC(C)C
#35 O=C(CC(Nc1ccc(Cl)cc1)C(=O)O)c1ccccc1 (stereo not drawn)
#36 CCC(C)c1ccc(S(=O)(=O)N2CCN3CCCC3C2)cc1 (stereo not drawn)

assay / entry	31	32	33	34	35	36
HT1080 IDH1KD tx	2%	3%	-8%	-17%	-19%	-2%
KB-V1 cytotox	-6%	8%	?	?	?	0%
KB-3-1 cytotox	11%	-10%	-3%	-2%	11%	3%
IL1B secr inh	4	-4	-4	-19	-7	-18
D3 antag	-5	-15	-3	-6	?	-9
SW480 rereplic	0%	-108%[inhibitor]	-3%	-1%	-7%	-59%[inhibitor]
GLP1R ag	10%	12%	-1%	10%	-6%	9%
HT1080NT lethal	-1%	14%	-18%	-25%	2%	-2%
D3 ag	3	-5	1	1	0	-11

#37 CCNC(=S)N(CCN(C)C)Cc1cc2cc(OCC)ccc2[nH]c1=O
#38 CCCC(=O)Nc1ccc(N2CCCCC2)cc1
#39 CC1(C(=O)N(Cc2ccccc2)Cc2ccccc2)CC1(Br)Br (stereo not drawn)
#40 Cc1cc(C)cc(C(=O)N2CCC(C(N)=O)CC2)c1
#41 CCOc1cccc(Cc2c[nH]c(=O)[nH]c2=O)c1
#42 CCOc1ccccc1OCC(=O)Nc1ccc(Cl)cc1Cl

assay / entry	37	38	39	40	41	42
HT1080 IDH1KD tx	-7%	18%	0%	17%	0%	10%
KB-V1 cytotox	?	0%	?	0%	21%	1%
KB-3-1 cytotox	-7%	15%	-3%	4%	-8%	25%
IL1B secr inh	-7	-7	-3	13	?	0
D3 antag	6	-22	-29	6	?	9
SW480 rereplic	-5%	-5%	3%	0%	.	0%
GLP1R ag	6%	24%	-7%	4%	2%	0%
HT1080NT lethal	-7%	11%	-1%	20%	0%	18%
D3 ag	-4	-8	-12	3	-5	0

#43 CCCCNC(=O)C(=O)Nc1cc2c3c(c1)CCC(=O)N3CCC2
#44 Cc1ccccc1S(=O)(=O)Cc1ccc(C(=O)NC(C)c2ccccc2)o1 (stereo not drawn)
#45 Cc1cc(C)n2nc(-c3cccc(Br)c3)cc2n1
#46 CCCC(CCC)c1nnc(NC(=O)c2ccco2)s1
#47 C/C=C(\C)c1nnc(NC(=O)OCC)s1
#48 CCN(c1ccc(Cl)cc1)S(=O)(=O)c1nnc(NC(=O)C(C)C)s1

assay / entry	43	44	45	46	47	48
HT1080 IDH1KD tx	0%	-4%	-21%	-21%	3%	-7%
KB-V1 cytotox	?	-12%	?	-2%	-3%	18%
KB-3-1 cytotox	3%	-1%	-5%	2%	-4%	3%
IL1B secr inh	6	30	54	-15	-13	-2
D3 antag	2	-13	0	12	20	3
SW480 rereplic	-2%	?	1%	-3%	-1%	17%
GLP1R ag	-1%	-3%	27%	10%	-3%	15%
HT1080NT lethal	2%	-4%	?	-20%	17%	?
D3 ag	2	-6	-4	2	2	5&-6
